Compound activity from PubChem BioAssay.
All columns: NCI-60 one-dose screen, growth in % after 48 h at 10 µM unless noted; 100 = growth as untreated, 0 = no growth, -100 = all killed.
K-562 – K-562 leukemia | 78,000 compounds, 7.4% hits
MDA-MB-231 – MDA-MB-231 breast cancer; 81,000 compounds, 5% hits; AID 1794789
T-47D – T-47D breast cancer; 79,000 compounds, 5% hits; AID 1794792
MCF7 – MCF7 breast cancer; 82,000 compounds, 6.3% hits; AID 1794796
BT-549 – BT-549 breast cancer; 78,000 compounds, 4.4% hits
MDA-MB-468 – MDA-MB-468 breast cancer; 78,000 compounds, 8.5% hits
HS 578T – HS 578T breast cancer | 78,000 compounds, 4.1% hits
SR – SR leukemia cells | 73,000 compounds, 8.7% hits
Starred values were filed as active, the others as inactive; . = not tested or not shown; & = joins results of further samples. How the source made its calls: active means growth percent below 10; inactive means the rest.

nr	mol	K-562	MDA-MB-231	T-47D	MCF7
1	Nc1nn2c(-c3cc4ccccc4oc3=O)ccnc2c1N=Nc1ccc(C(=O)O)cc1	100	91	89	62
2	O=C1/C(=C/c2ccc(Br)cc2)COc2ccc(O)c(O)c21	5.3*	-4.7*	-16*	4.1*
3	N#C/C(=C\c1ccc(-c2ccc(Cl)cc2Cl)o1)C(=O)Nc1ncc(Cc2ccc(Cl)cc2)s1	101	102	96	94
4	C/C(=N/NC(N)=S)c1sc(Nc2ccc(O)cc2)nc1C	91	93	100	98
5	Cc1ccc(F)c(C(=O)c2ccccc2C(=O)O)c1	108	101	101	92
6	COc1cc(C)cc2oc3oc(=O)c(-c4csc(-c5cc6ccccc6oc5=O)n4)cc3c(=O)c12	112	99	.	101
7	Nc1nc2[nH]c(=O)c(=O)[nH]c2c(=O)[nH]1	99	116	101	95
8	OC1CC2c3ccccc3C1c1cccc[n+]12 (configuration not stated)	103	105	147	92

nr	BT-549	MDA-MB-468	HS 578T	SR
1	139	90	102	83
2	3.5*	-52*	12	6.3*
3	103	105	102	104
4	101	90	101	86
5	99	98	101	105
6	107	102	120	113
7	104	97	104	108
8	106	96	106	94

The list goes on; it opens with the two that closed the last part.
nr	mol	K-562	MDA-MB-231	T-47D	MCF7
7	Nc1nc2[nH]c(=O)c(=O)[nH]c2c(=O)[nH]1	99	116	101	95
8	OC1CC2c3ccccc3C1c1cccc[n+]12 (configuration not stated)	103	105	147	92
9	CC(=O)n1c(N)nc2ccccc21	94	112	98	94
10	CC(C)(O)CN(C(=O)C(c1ccccc1)c1ccccc1)C1CCCCC1	107	101	82	108
11	C/C(=N\NC(N)=S)c1ccc(Nc2nc(SCCC(C)C)nc(-c3ccc(F)cc3)c2C#N)cc1	112	111	108	107
12	CCCCCOC(=S)S	111	.	.	97
13	CCCC1CCNCC1	110	112	98	95
14	O=C(CN1C(=O)/C(=C/c2ccccc2Cl)SC1=S)N1CCOCC1	27	94	71	50
15	N#Cc1c(-c2ccc(Cl)cc2Cl)c(C#N)c(=O)n(Cc2nc3ccccc3[nH]2)c1N	84	71	69	57
16	CCOC(=O)c1cnn(CC(O)CC)c1NC(=O)NCc1ccc(F)cc1 (configuration not stated)	76	106	94	95

nr	BT-549	MDA-MB-468	HS 578T	SR
7	104	97	104	108
8	106	96	106	94
9	101	111	110	67
10	139	74	93	111
11	104	108	104	100
12	108	103	99	91
13	124	104	102	.
14	119	-2.8*	106	34
15	95	84	96	85
16	93	97	105	101

Part of the list above in order of SMILES length, smallest number first:
nr	mol	K-562	MDA-MB-231	T-47D	MCF7
13	CCCC1CCNCC1	110	112	98	95
10	CC(C)(O)CN(C(=O)C(c1ccccc1)c1ccccc1)C1CCCCC1	107	101	82	108
15	N#Cc1c(-c2ccc(Cl)cc2Cl)c(C#N)c(=O)n(Cc2nc3ccccc3[nH]2)c1N	84	71	69	57

nr	BT-549	MDA-MB-468	HS 578T	SR
13	124	104	102	.
10	139	74	93	111
15	95	84	96	85

Profiles, quoted from the list. Values in the order: K-562, MDA-MB-231, T-47D, MCF7, BT-549, MDA-MB-468, HS 578T, SR
Listed for CCCCCOC(=S)S → 111, ., ., 97, 108, 103, 99, 91
Listed for C/C(=N\NC(N)=S)c1ccc(Nc2nc(SCCC(C)C)nc(-c3ccc(F)cc3)c2C#N)cc1 → 112, 111, 108, 107, 104, 108, 104, 100

(next part)
nr	mol	K-562	MDA-MB-231	T-47D	MCF7
17	NNC(=S)N1N=C(c2cc3ccccc3o2)CC1c1c[nH]c2ccccc12 (configuration not stated)	9.6*	42	40	21
18	COC(=O)N1CCN(c2ccc(C)cc2)CC1	114	114	108	107
19	c1ccc(-c2c(-c3ccccc3)[n+](Cc3ccc4ccccc4c3)c(-c3cccc4ccccc34)n2Cc2ccc3ccccc3c2)cc1	-3.6*	-71*	-73*	-15*
20	CCN1CCN(C(=O)[C@]23CCC(C)(C)C[C@H]2C2=CC[C@@H]4[C@@]5(C)CCC(=O)NC(C)(C)[C@@H]5CC[C@@]4(C)[C@]2(C)CC3)CC1	39	78	50	46
21	N=Nc1nc2nc(O)c(O)n2[nH]1	97	84	102	93
22	c1ccc(-c2oc(-c3ccccc3)c(CN3CCCCC3)c2CN2CCCCC2)cc1	7.5*	30	8.8*	12
23	Cc1nnsc1C(=O)Nc1ncnc2nc[nH]c12	89	106	93	94
24	CCOC(=O)/C(=C/c1ccc(Cl)cc1)N(CC)CC	108	110	95	101

nr	BT-549	MDA-MB-468	HS 578T	SR
17	32	15	64	27
18	110	107	94	.
19	-64*	-62*	-27*	-37*
20	85	78	96	14
21	107	98	105	103
22	43	-36*	34	-2.1*
23	102	97	93	96
24	111	106	98	.

Additional records:
nr	mol	K-562	MDA-MB-231	T-47D	MCF7
25	Cc1nn2c(CCC(=O)c3nc4ccc([N+](=O)[O-])cc4[nH]3)nnc2s1	88	121	80	.
26	CCOC(=O)CCn1cnc(N)n1	99	122	99	97
27	Nc1c(C(=O)O)[nH]c(=O)[nH]c1=O	87	.	104	96
28	CN(C)c1ccc(C(c2ccccc2)c2ccc(N(C)C)cc2)cc1	73	99	87	90
29	CC(=O)[C@H]1CC[C@H]2[C@@H]3CC=C4c5sc(N)nc5CC[C@]4(C)[C@H]3CC[C@]12C	21	73	90	60
30	COc1ccc(/C=N\NC(=O)C[N+](C)(C)C)cc1OC	101	118	98	95
31	N#Cc1c(Oc2ccc(Cl)cc2)nc2sc3cc(Cl)c(Cl)cc3n2c1=O	61	91	80	81
32	O=C(O)CCCn1c(O)c(/C=C2/C=c3cc4c(cc3=NC2=O)OCCO4)sc1=S	100	108	99	77

nr	BT-549	MDA-MB-468	HS 578T	SR
25	105	108	113	99
26	110	99	103	98
27	107	103	102	90
28	101	103	99	68
29	80	96	72	51
30	97	111	110	91
31	117	111	97	74
32	110	92	104	88

More records
nr	mol	K-562	MDA-MB-231	T-47D	MCF7
33	N#C/C(=C\c1c(Cl)cncc1Cl)c1nc2ccccc2s1	67	87	77	100
34	CC(=O)OCC1O[C@@H](Oc2ccc3c(C)cc(=O)oc3c2C(C)=O)C(OC(C)=O)[C@@H](OC(C)=O)[C@H]1OC(C)=O (some centres not stated)	94	118	106	119
35	CC(CO)c1ccccc1 (configuration not stated)	102	98	95	95
36	CC(=O)Oc1ccccc1C(=O)Oc1ccc(/C=C/c2cc(OC(=O)c3ccccc3OC(C)=O)cc(OC(=O)c3ccccc3OC(C)=O)c2)cc1	64	101	89	89
37	CNC(=O)c1[nH]cc(-c2ccccc2)c1-c1ccccc1OC	85	101	84	108
38	CC(=O)OC(CCc1ccc(Cl)cc1)c1ccccc1 (configuration not stated)	101	114	89	100
39	CCOc1ccc(/C=N\N2CCCCCC2)cc1OCC	.	78	99	96
40	Nc1nc(-c2ccc(Br)cc2)nn1-c1nc2ccccc2s1	95	82	92	71

nr	BT-549	MDA-MB-468	HS 578T	SR
33	87	.	106	43
34	106	112	100	95
35	92	115	102	.
36	96	.	95	83
37	96	94	87	77
38	102	112	.	88
39	96	111	120	90
40	94	95	98	96

Next section.
nr	mol	K-562	MDA-MB-231	T-47D	MCF7
41	CCOC(=O)/C(C)=N\Nc1ccc(Cl)cc1	103	79	45	56
42	C=C(C)[C@@H]1CC[C@]2(C(=O)OCCOCCOCC[P+](c3ccccc3)(c3ccccc3)c3ccccc3)CC[C@]3(C)[C@H](CC[C@@H]4[C@@]5(C)CC[C@H](OC(=O)C(Cl)Cl)C(C)(C)[C@@H]5CC[C@]43C)[C@@H]12	-21*	-47*	-21*	1.7*
43	COc1ccc(C2SCC(=O)N2c2nnc(Cn3cnnc3)o2)cc1 (configuration not stated)	93	100	89	81
44	COc1ccc2c(c1)[nH]c(=O)c1c3cc(C)c(C)cc3cn21	36	-36*	-24*	3.6*
45	CC1(C)CC(=O)C2=C(C1)N(c1ccc(OC(F)(F)F)cc1)C(N)=C(C#N)C2c1cccc(Br)c1 (configuration not stated)	73	73	65	76
46	O=C1CC(O)C(Cc2ccccc2)N1 (configuration not stated)	101	123	100	100
47	NC(=O)c1ccccc1O	106&117	100&95	96&94	99&102
48	O=C(Nc1ccc(NC(=O)c2cc(S(=O)(=O)NCCc3c[nH]c4ccccc34)c(O)c(O)c2O)cc1)c1cc(S(=O)(=O)NCCc2c[nH]c3ccccc23)c(O)c(O)c1O	.	96	104	117

nr	BT-549	MDA-MB-468	HS 578T	SR
41	98	92	100	74
42	-89*	-54*	21	-32*
43	107	118	109	85
44	0.1*	7.0*	.	32
45	72	89	69	.
46	97	116	107	.
47	100&99	99&100	107&115	76&108
48	105	109	100	99

Individual results from the list.
Value of cpd 3 under MDA-MB-231: 102
Value of cpd 46 under MCF7: 100

(list continues)
nr	mol	K-562	MDA-MB-231	T-47D	MCF7
49	Nc1nc(N)c(Br)c(=O)[nH]1	103&97&101	97&103&126	93&93&98	100&93&95
50	CCCn1c(O)c(N=NC(=O)c2oc3ccccc3c2C)c2cc(Br)ccc21	106	91	96	87
51	CC1=C[C@H]2C[C@H](C)[C@H]3CC[C@H](C)C4=C3[C@@H](OC4=O)[C@@]2(C)C1	104	109	95	100
52	CCN1[C@@H]2CC[C@H]1/C(=C\c1ccc(Cl)cc1)C(=O)/C2=C/c1ccc(Cl)cc1	.	79	53	46
53	O=C(O)/C=C\C(=O)Nc1ccc(C(=O)O)c(O)c1	106	106	110	105
54	Nc1ncnc2c1cnn2CCO	105	104	107	93
55	CC(=O)Nc1cccc(OCCOc2cccc([N+](=O)[O-])c2)c1	89	93	91	96
56	COc1ccc(Nc2nc(N)nc(N)c2N)cc1	99	87	111	88

nr	BT-549	MDA-MB-468	HS 578T	SR
49	98&107&104	102&113	102&110	94&100&103
50	101	104	98	106
51	107	105	120	104
52	88	72	90	58
53	135	.	108	.
54	68	104	108	86
55	99	97	95	126
56	100	101	95	100

New compounds follow.
nr	mol	K-562	MDA-MB-231	T-47D	MCF7
57	CC1=C2C(=C[C@@](C)(COCOCCCl)[C@@H]2O)C(=O)[C@](C)(O)C12CC2	8.3*	-45*	-16*	-46*
58	O=c1[nH]c(=O)c2cc3ccccc3nc2[nH]1	95	90	.	87
59	C=CCN(CC=C)C(=O)Nc1cccc(C)c1	120	111	98	94
60	COc1ccc(NC(=O)[C@@H](N)CO)cc1C(=O)Nc1cccc(C2CC(=O)c3c(cc(OC)c(OC)c3OC)O2)c1 (some centres not stated)	41	51	41	41
61	CC(C)c1cccc(C(C)C)c1OCC(C)(C)CN1CCCCC1	107	104	101	100
62	NNc1c(Cl)cc(Cl)cc1Cl	109	95	103	118
63	O=C1C(Cl)=C(Nc2cccc(C(F)(F)F)c2)C(=O)N1c1cccc(C(F)(F)F)c1	73	84	59	78
64	Cc1ccc(Nc2nc3sc4cc(Cl)c(Cl)cc4n3c(=O)c2C#N)cc1	90	83	78	77
65	S=c1[nH]c2cc(Cl)ccc2o1	91	89	92	105

nr	BT-549	MDA-MB-468	HS 578T	SR
57	-81*	-90*	-16*	.
58	103	106	101	128
59	101	93	109	109
60	26	49	79	35
61	123	94	101	97
62	103	120	118	100
63	79	94	84	38
64	110	96	116	122
65	100	99	89	48
